eLon inh: inhibitors of E. coli Lon protease, primary screen, biochemical, fluorescence polarization; P0A9M0; purified E. coli Lon protease; inhibition, % at 7.94 µM; 360,000 compounds, 0.42% hits; AID 602123, 2011; in the data active = inhibition above about 13%, passing the limit was not always enough;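 note: 0% = enzyme with probe and DMSO and 100% = no enzyme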
Target sequence (P0A9M0 whole entry, looked up): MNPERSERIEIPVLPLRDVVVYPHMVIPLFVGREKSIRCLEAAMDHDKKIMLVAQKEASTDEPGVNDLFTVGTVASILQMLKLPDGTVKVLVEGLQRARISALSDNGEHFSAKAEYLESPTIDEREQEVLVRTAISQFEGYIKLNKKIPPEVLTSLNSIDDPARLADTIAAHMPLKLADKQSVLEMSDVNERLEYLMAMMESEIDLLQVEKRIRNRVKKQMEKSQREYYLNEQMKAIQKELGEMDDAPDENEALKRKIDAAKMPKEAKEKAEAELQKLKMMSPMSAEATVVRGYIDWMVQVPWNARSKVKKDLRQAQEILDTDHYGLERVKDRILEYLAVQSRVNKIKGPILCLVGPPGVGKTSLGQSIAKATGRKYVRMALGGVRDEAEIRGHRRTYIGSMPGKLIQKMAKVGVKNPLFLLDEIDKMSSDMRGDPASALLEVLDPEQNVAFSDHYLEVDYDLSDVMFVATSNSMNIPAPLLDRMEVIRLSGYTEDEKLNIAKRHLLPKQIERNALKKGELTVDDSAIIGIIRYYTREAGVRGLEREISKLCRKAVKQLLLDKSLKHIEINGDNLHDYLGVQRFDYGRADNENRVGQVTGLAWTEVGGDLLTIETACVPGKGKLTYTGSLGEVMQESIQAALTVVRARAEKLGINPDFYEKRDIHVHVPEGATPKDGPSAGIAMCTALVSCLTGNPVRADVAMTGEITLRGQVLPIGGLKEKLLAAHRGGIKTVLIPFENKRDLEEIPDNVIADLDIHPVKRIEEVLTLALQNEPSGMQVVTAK
MLLE-PAM2 inh: inhibitors of PABP1 MLLE–PAM2 peptide binding, primary screen, biochemical, fluorescence polarization, FITC-PAM2, GST-MLLE; inhibition, % at 20 µM; 360,000 compounds, 0.36% hits; AID 588489, 2011; in the data active = inhibition above about 35%, passing the limit was not always enough;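 note: plate controls were DMSO wells with GST-MLLE for no effect and wells lacking GST-MLLE protein for full effect; some results filed as inactive read as strong as hits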
NRP1-CendR mod: modulators of CendR peptide binding to NRP-1, primary screen, biochemical, fluorescence polarization, uHTS. Neuropilin-1 (Homo sapiens), O14786. FAM-RPARPAR peptide binding to NRP-1. inhibition, % at 25 µM. 360,000 compounds, 0.85% hits. AID 602438, 2012;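 active = inhibition or corrected inhibition above about 18%, plus a signal ratio from 0.5 to 1.5, limit read from the data, passing the limit was not always enough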; note: strong numbers were not always called active
FAS-TE inh: FAS thioesterase domain inhibitors, primary screen, biochemical, fluorescence intensity, uHTS. Fatty acid synthase (Homo sapiens), P49327. recombinant FAS-TE, OMFH fluorogenic substrate, fluorescence endpoint. inhibition, % at 15 µM. 360,000 compounds, 0.67% hits;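 active = compounds whose normalised, plate-corrected inhibition of enzyme fluorescence in the single-dose primary screen is 50% or more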;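 note: 0% = DMSO with enzyme and 100% = substrate without enzyme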
MsrA act: bovine MsrA enzyme activators, primary screen, biochemical, absorbance, HTS; Methionine sulfoxide reductase A (Bos taurus); purified bovine MsrA, absorbance read-out; activation, % at 10.6 µM; 360,000 compounds, 0.3% hits; AID 602163, 2012; in the data active = activation above about 7.5%;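 note: 0% = vehicle and 100% = reference activator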
MsrA inhibitor: bovine MsrA enzyme inhibitors, primary screen, biochemical, absorbance, HTS; 360,000 compounds, 0.75% hits; AID 651718, 2012; Methionine sulfoxide reductase A (Bos taurus); purified bovine MsrA, absorbance read-out; inhibition, % at 15.5 µM; in the data active = inhibition above about 4.5%;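 note: 0% = vehicle wells with enzyme and 100% = reference inhibitor wells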
SKN-1 block: suppressors of acrylamide-induced Pgst-4::GFP reporter in worms, primary screen, SKN-1 inhibitor project, whole organism, uHTS, GFP/RFP fluorescence ratio, strain VP596. C. elegans VP596 Pgst-4::GFP/RFP ratio, 24 h. inhibition, % at 21.8 µM. 360,000 compounds, 0.49% hits. AID 624304, 2012;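 active = interference check ratio from 0.5 to 1.5 plus GFP to RFP signal ratio inhibition reaching or exceeding a fixed threshold, cut at about 30% in these data, passing the limit was not always enough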; note: some compounds called inactive have numbers as strong as hits
TbMetRS inhib: T. brucei MetRS inhibitors, primary screen, biochemical, luminescence; methionyl-tRNA synthetase (Trypanosoma brucei brucei); purified T. brucei MetRS, ATP depletion, Kinase-Glo luminescence; inhibition, % at 11.9 µM; 360,000 compounds, 0.4% hits;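 active = inhibition above a per-plate cutoff of the control wells' mean inhibition plus 3 SD, cut at about 5.5% in these data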;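 note: 0% = DMSO wells median and 100% = median of wells with control inhibitor compound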
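Material: parasite MetRS enzyme / Replication: singlicate, one well per compound / Signal: luminescence of leftover ATP / Schedule: 2 h aminoacylation at 25 °C after 15 min preincubation / Medium: HEPES-MgCl2-KCl buffer plus DTT, spermine, BSA, pyrophosphatase / Doses: 11.9 µM single point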
MT1-MMP act inh: blockers of MT1-MMP proenzyme processing, primary screen, HT1080 RFP-PRO-GFP cells, GFP/RFP fluorescence. Matrix metalloproteinase-14 (Homo sapiens), P50281. GFP/RFP ratio fluorescence, overnight; percent of plate control window, DMSO zero. GFP/RFP ratio change, % at 20 µM. 360,000 compounds, 0.061% hits;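 active = GFP/RFP ratio change of at least 30% with cell ATP level not reduced by more than half and red fluorescence within 50% of control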; note: strong numbers were not always called active
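system = RFP-PRO-GFP reporter HT1080 cells | dosing = 20 µM single dose, 1% DMSO | timing = overnight cell settling, then overnight compound exposure, 37 °C, 5% CO2 | read-out basis = GFP/RFP fluorescence ratio | controls = DMSO and RFP-L50D-GFP cell wells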
* marks the source's active call; other numbers are inactive results.

Compound	NRP1-CendR mod	MT1-MMP act inh	TbMetRS inhib	FAS-TE inh	SKN-1 block	MsrA inhibitor	MLLE-PAM2 inh	eLon inh	MsrA act
COCCn1c(SCC(=O)Nc2nnc(C)s2)nnc1-c1ccoc1C	-3	3	-0.5	-7	-2	-1.1	6	-1	-6
CCOC(=O)N1CCN(S(=O)(=O)c2c(C(=O)N3CCCCC3)c(C)n(C)c2C)CC1	-4	4	-0.9	-4	-14	-1.7	-6	-4	-9
CC(=O)c1ccc(S(=O)(=O)N2CCN(C(=O)CSC(=S)N3CCCC3)CC2)cc1	0	-4	0.7	3	3	0.1	-5	-5	-3
COc1cccc(NC(=O)CSc2nc(C)cs2)c1	-4	1	-0.4	-5	24	-0.7	-5	-8	-1
CN(CC(=O)OCC(=O)NCc1ccccc1)S(=O)(=O)c1ccc(Cl)cc1	15	3	-0.7	-8	0	0.1	0	-14	-8
CCN(CC)C(=O)CC1(c2ccccc2OC)CCOC(C(C)C)C1 (stereo unspecified)	16	-2	0.1	-6	4	0.9	4	-3	2
CSc1cccc(NC(=O)c2cc(S(=O)(=O)N3CCCC3)cn2C)c1	10	-5	0.2	5	-3	-0.9	-10	5	-1
CCSC1=N/C(=C\c2ccc3c(c2)OCO3)C(=O)S1	-57	-20	-0.9	-3	-30	0.8	-14	-3	-13
COc1cc(/C=C2\N=C(C)OC2=O)cc(OC)c1OC	-3	1	-0.7	-2	7	-0.4	-8	-2	-2
Cc1ccccc1C(=O)Nc1cccc(C(=O)Nc2ccccc2C(=O)O)c1	-8	0	-0.8	-3	5	-0.5	-4	-8	-1
O=c1c2cccc(Cl)c2nc2n1Cc1ccccc1-2	-6	-3	-0.6	6	-7	-0.2	31	-4	-3
COc1ccc(S(=O)(=O)N2CCN(C(=O)CNC(=O)c3ccc4c(c3)OCO4)CC2)cc1	8	-2	-0.3	-4	2	-0.8	5	53*	0
COc1ccc2nc(C)cc(SCC(=O)Nc3c(C)cccc3C)c2c1	-14	3	-0.7	-7	4	-0.9	-14	1	-9
COc1ccc(C2c3[nH]c4ccccc4c3CCN2CCCn2cccn2)c(C)c1C (stereo unspecified)	3	-12	0.0	16	-1	2.2	6	-4	-4
O=C(c1ccc2c(=O)n(CC3CCCO3)c(=S)[nH]c2c1)N1CCN(c2ccccc2)CC1 (stereo unspecified)	14	-3	-0.1	-4	15	1.9	-48	-3	-3
CCCN1CN(CCc2ccccc2)CNC1=S	2	4	-1.5	-4	1	-0.2	-65	0	-13
Cc1onc(-c2ccccc2Cl)c1C(=O)N1CCN(C/C=C/c2ccccc2)CC1	5	-3	-0.6	0	14	-1.1	0	-2	-3
Cc1cccc(C(=O)NCC(=O)NC2CCC(C)CC2)c1 (stereo unspecified)	-3	-17	-0.7	-2	4	-0.6	-10	10	-1
CN1C(=O)c2cccc3c(S(=O)(=O)N4CCCC4C(=O)O)ccc1c23 (stereo unspecified)	11	2	-0.7	-5	5	0.7	3	5	-6
Cc1c(NS(=O)(=O)c2cccc(C(=O)Nc3ccc(SC(F)F)cc3)c2)c(=O)n(-c2ccccc2)n1C	-2	2	0.0	22	-3	0.5	16	-13	-1
CCNC(=S)NNC(=O)CSc1nc2ccccc2[nH]1	-5	2	1.2	0	-9	0.0	-17	5	-8
O=c1cc(NS(=O)(=O)c2ccccc2)nc(SCc2ccccc2Cl)[nH]1	-2	-7	-0.3	-5	-3	0.8	10	-5	1
COc1ccc(C2=NN(C(=O)CSc3nnnn3C)C(c3ccco3)C2)cc1 (stereo unspecified)	-2	0	0.2	4	1	0.4	-7	-3	-2
O=C(O)c1cccc(-n2c(/C=C/c3ccc([N+](=O)[O-])cc3)nc3ccccc3c2=O)c1	-12	3	0.6	2	2	3.2	-5	-7	-10
COc1cc(/C=N/Nc2cccc(C)c2)ccc1OC(=O)c1cccs1	-5	2	0.2	10	5	0.9	3	-6	0
O=C1CCCC/C1=C/Nc1ccc2c(c1)OCO2	4	-2	-0.2	-8	7	-0.5	12	0	-11
O=C(COc1ccccc1)Nc1nc(-c2cccs2)cs1	12	10	-0.6	19	-5	-0.8	-7	4	-1
CC(=O)N(CN1C(=O)c2ccccc2C1=O)c1ccc2c(c1)oc1ccccc12	1	0	-1.4	14	-1	0.4	-5	11	-7
Cc1ccc(NC(=O)CNC(C)c2ccccc2)cc1 (stereo unspecified)	2	2	-0.9	1	19	0.8	-8	2	-1
CCN(Cc1ccccc1)c1ccc(/C=N/NC(=O)c2cccc(S(=O)(=O)N3CCOCC3)c2)cc1	-29	1	-0.3	82*	3	3.6	-2	-5	-5
NC(=O)C1C2C=CC(C2)C1c1ccccc1 (stereo unspecified)	16	2	-0.2	-4	2	0.3	-11	-5	2
Cc1cc(C)n2nc(SCc3ccc(C#N)cc3)nc2n1	18	4	-1.0	-5	-10	-1.7	-7	0	-9
O=C(Nc1ccccc1F)c1cccc(C(=O)Nc2ccccc2F)c1	4	6	-0.6	-1	5	0.5	4	-1	1
Cc1[nH]c2ccccc2c1/C=N/Nc1ccccc1[N+](=O)[O-]	7	11	-1.2	20	10	1.1	-3	9	-7
O=C(Cc1ccc(NC2=NC3CS(=O)(=O)CC3S2)cc1)NCc1ccccc1Cl (stereo unspecified)	-1	4	0.0	-1	-8	0.3	-116	-9	-2
COc1ccc(C(=O)CC(=O)C(=O)Nc2cc(OC)ccc2OC)cc1	5	4	0.6	0	2	0.8	-2	-5	-2
CCOC(=O)N1CCc2c(sc3ncn(Cc4ccc(F)cc4)c(=O)c23)C1	2	4	-0.4	24	2	0.1	-10	-1	-2
CN(NC(=O)c1ccccc1F)c1ncccc1[N+](=O)[O-]	-1	1	-0.8	-4	5	1.6	-3	1	-3
CC(C)C(NC(=O)c1ccc(C(C)(C)C)cc1)C(=O)NC1=NCCS1 (stereo unspecified)	5	5	-0.6	0	7	0.0	16	-6	-3
O=c1c2ccccc2c(=O)n2n1Cc1ccccc1C2	2	-2	-0.3	-1	3	-0.7	-5	-4	2
Cc1[nH]c(=S)n(CC2CCCO2)c1C (stereo unspecified)	7	3	0.8	-4	11	-0.9	-59	-6	2
CCc1cc2c(=O)c(-c3ccc4c(c3)OCO4)coc2c(CN(C)C)c1O	-2	-2	-0.4	-4	-17	3.2	-9	-17	-1
O=C1CCCc2c1nc(-c1ccco1)n2O	-14	-3	0.2	-2	-8	3.0	7	-4	-4
COc1ccc(C(=O)OCC2CC(c3ccccc3)=NO2)cc1OC (stereo unspecified)	-2	2	-0.1	-6	6	3.9	2	-6	-7
Cn1c(CNC(=O)CNS(=O)(=O)c2ccc(F)cc2F)cc(=O)n(C)c1=O	-6	3	-0.7	-5	1	1.1	-16	-3	-9
O=c1/c(=C\c2ccc(O)cc2)sc2nc(-c3ccccc3)c(-c3ccccc3)n12	-28	-34	-0.4	-4	5	0.0	-81	-13	-4
CN1CCN(CC#CC(C)(O)C2CC3C=CC2C3)CC1 (stereo unspecified)	0	-3	-0.1	-7	9	-0.1	6	3	0
CC(=O)Nc1ccc(NC(=O)Cn2ccc([N+](=O)[O-])n2)cc1	1	-11	-0.5	0	-3	-0.1	-6	-1	-3
COCCNC(=O)c1ccccc1NC(=O)c1ccccc1N(C)S(C)(=O)=O	11	4	-0.1	-9	7	-1.5	11	-5	-1
O=C(Cc1ccc(NC2=NC3CS(=O)(=O)CC3S2)cc1)NCc1ccccc1 (stereo unspecified)	-9	5	-0.6	-3	-10	0.4	-103	-2	-2
c1ccc(-c2cc3nc(NCc4cccs4)ccn3n2)cc1	-17	7	-0.1	6	7	-1.0	-8	-10	-1
COc1ccc(C(CC(=O)N2CCCCC2)C(C)C)cc1 (stereo unspecified)	-13	-1	0.0	-1	3	-1.1	-1	-3	-1
COc1cccc(OCC(O)CN2CCc3ccccc3C2)c1 (stereo unspecified)	7	3	-0.9	-4	5	0.8	13	5	-10
Cc1ccc(S(=O)(=O)NC(=O)Nc2ccc(F)cc2)cc1	4	1	-0.9	-10	-8	-0.4	-3	-5	-12
CCCC(c1nnnn1Cc1ccc(OC)cc1)N1CCC(C(N)=O)CC1 (stereo unspecified)	12	4	-0.4	-5	-15	-0.2	3	-6	-2
Cc1ccc(CNc2ccc(N3CCOCC3)c(Cl)c2)cc1	7	3	-2.1	12	9	-0.1	18	0	-3
O=C(Nc1cccc(Oc2ccc3c(c2)C(=O)NC3=O)c1)c1ccco1	-5	0	-0.1	1	17	-0.1	-10	-5	1
O=C(OCC(=O)N1CCCC1=O)c1ccc(Cl)cc1[N+](=O)[O-]	12	0	-0.2	5	15	-1.2	3	7	-2
OCCCNC(c1ccccc1)c1ccc(O)cc1 (stereo unspecified)	1	-2	-1.0	-7	-5	0.2	0	1	-3
CCCCCCCC1c2c(c(C)c(C)oc2=O)Oc2c(C)c(C)oc(=O)c21	8	-2	-0.4	37	-6	0.1	12	-7	-2

Three entries drawn at random from those above:
Compound	NRP1-CendR mod	MT1-MMP act inh	TbMetRS inhib	FAS-TE inh	SKN-1 block	MsrA inhibitor	MLLE-PAM2 inh	eLon inh	MsrA act
COc1ccc(C(=O)CC(=O)C(=O)Nc2cc(OC)ccc2OC)cc1	5	4	0.6	0	2	0.8	-2	-5	-2
Cn1c(CNC(=O)CNS(=O)(=O)c2ccc(F)cc2F)cc(=O)n(C)c1=O	-6	3	-0.7	-5	1	1.1	-16	-3	-9
COc1ccc(C2=NN(C(=O)CSc3nnnn3C)C(c3ccco3)C2)cc1 (stereo unspecified)	-2	0	0.2	4	1	0.4	-7	-3	-2

(continued)
Compound	NRP1-CendR mod	MT1-MMP act inh	TbMetRS inhib	FAS-TE inh	SKN-1 block	MsrA inhibitor	MLLE-PAM2 inh	eLon inh	MsrA act
O=C(CCCOc1ccccc1)NCCc1ccccc1	-3	1	-0.3	-3	4	1.2	14	-9	-3
Cc1ccc([N+](=O)[O-])cc1N1C(=O)CS/C1=N\NC(=O)c1cccnc1	1	0	-0.3	-4	-3	0.6	-5	-1	0
COc1ccc(N2C(=O)/C(=C/c3cccnc3)NC2=S)cc1	-2	2	-0.2	-11	6	0.3	-95	3	1
CCN1CCN(C(c2cccs2)C(C)NC(=O)c2ccccc2F)CC1 (stereo unspecified)	25*	-6	-1.4	-8	3	0.1	-3	-10	-8
CC(=O)c1ccc(NC(=O)COC(=O)C2C3CC4OC(=O)C2C4C3)cc1 (stereo unspecified)	-6	2	-0.5	-2	9	2.2	-15	-2	-5
CSc1cccc(NC(=O)c2cnn3ccccc23)c1	-4	2	-0.3	3	10	2.1	-1	3	-4
